# From PubChem
# HTT aggregate = reduces HttQ103-GFP aggregates in PC12 cells; PC12 HttQ103-GFP aggregates, Acumen cytometry, 40 h; Potency, µM (titrated, usually from 46.1 µM), without a hit: at the highest dose activity change, negative = inhibition, most hits filed as inhibitors; 220,000 compounds, 1.1% hits; AID 1688; further: potency means the concentration at half of the fitted maximal effect; on the % scale 0 is the no-effect control and ±100 the full control effect; nearly all actives have a fitted effect of over 60% in size
#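 Inducible Q103 Huntingtin exon 1–GFP PC12 line, 1500 cells/well in phenol red free DMEM with 5% equine and 5% calf serum. Tebufenozide 100 nM induced expression; compounds titrated; aggregates quantified by cytometry.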
# Epigenetic reg = derepresses silenced GFP reporter in murine cells | murine LDR cells, GFP reporter derepression, 30 h | Potency, µM (series often up to 53.9 µM), inactives show top-dose GFP activation, actives largely listed as activators | 280,000 compounds, 0.2% hits; further: potency means the concentration at half of the fitted maximal effect; % of control where 0% means no effect; nearly all actives have a fitted effect of over 60% in size
#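 Murine LDR cells carrying a silenced, genomically integrated CMV-driven GFP reporter were exposed to compound for 30 hours at 37 C. After PBS washes, GFP-positive cells (20–120 um objects) were counted by laser-scanning microplate cytometry.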
# Luc counter = counter-screen: inhibitors of Kinase-Glo firefly luciferase. Kinase-Glo luciferase, ATP luminescence, 8 min. Potency, µM (top dose mostly 38.3 µM), inactives show at the highest dose activity change, negative = inhibition, actives largely listed as inhibitors. 200,000 compounds, 0.28% hits. AID 1379; further: potency means the concentration at half of the fitted maximal effect; on the % scale 0 is the no-effect control and ±100 the full control effect; nearly all actives have a fitted effect of over 60% in size
#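 Substrate mix (final 50 mM imidazole pH 7.2, 50 mM KCl, 7 mM MgCl2, 10 uM ATP, 0.01% Tween 20, 0.05% BSA) plus pin-tool compound, then Kinase-Glo detection mix; 8 min ambient, luminescence read.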
# L3MBTL1 inh = L3MBTL1 (human) inhibition; Q9Y468; AlphaScreen L3MBTL1–H3K9me1 peptide binding; Potency, µM (top dose mostly 57.1 µM), for inactives: top-dose activity, negative = inhibition, hits mostly inhibitors; 230,000 compounds, 0.66% hits; further: potency means the concentration at half of the fitted maximal effect; on the % scale 0 is the no-effect control and ±100 the full control effect; nearly all actives have a fitted effect of over 60% in size
#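 Read-out is AlphaScreen signal from streptavidin donor and nickel chelate acceptor beads (10 ug/mL final each) bridging L3MBTL1 (50 nM) and biotinylated K9-monomethylated H3(1-15) peptide (75 nM), after 30 min compound exposure at room temperature.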
# CBFb-RUNX1 inh = blocks binding between human CBF-beta and RUNX1; Q01196+Q13951; AlphaScreen CBFb-His/RUNX1-biotin binding, biochemical; Potency, µM (top dose mostly 59.8 µM), for the others: top-dose activity, negative = inhibition, hits mostly inhibitors; 230,000 tested, under 10 active; AID 1477; further: % of control where 0% means no effect
# Target sequence (Q01196 whole entry, looked up): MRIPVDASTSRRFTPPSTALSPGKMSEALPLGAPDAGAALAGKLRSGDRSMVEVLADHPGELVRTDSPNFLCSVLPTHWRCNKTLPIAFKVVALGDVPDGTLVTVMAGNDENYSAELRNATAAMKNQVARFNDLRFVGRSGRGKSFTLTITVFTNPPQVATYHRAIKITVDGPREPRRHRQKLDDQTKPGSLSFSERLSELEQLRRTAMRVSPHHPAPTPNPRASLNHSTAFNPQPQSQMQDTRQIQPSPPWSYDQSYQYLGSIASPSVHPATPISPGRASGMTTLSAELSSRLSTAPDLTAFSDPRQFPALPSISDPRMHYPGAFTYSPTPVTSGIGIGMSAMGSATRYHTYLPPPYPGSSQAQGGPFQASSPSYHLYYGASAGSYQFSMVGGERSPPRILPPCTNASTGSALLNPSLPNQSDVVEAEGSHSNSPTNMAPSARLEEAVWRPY
# Target sequence (Q13951 whole entry, looked up): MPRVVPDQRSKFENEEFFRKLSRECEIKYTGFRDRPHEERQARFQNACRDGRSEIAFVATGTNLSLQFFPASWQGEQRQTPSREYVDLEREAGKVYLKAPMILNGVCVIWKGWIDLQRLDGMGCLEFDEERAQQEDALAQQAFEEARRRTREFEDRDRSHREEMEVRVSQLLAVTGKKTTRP
#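 Compounds were screened at multiple concentrations against a preformed CBF-beta(His)/RUNX1(biotin) complex (30 nM of each) for 15 min at room temperature, followed by 90 min with nickel and streptavidin beads and AlphaScreen reading.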
# IMPase Li cell = membrane-permeable IMPase blocker, potentiated with lithium; CHO-M1 cells, IP1 TR-FRET (IP-One), carbachol + lithium; Potency, µM (doses to about 59.4 µM), inactives show at the top dose activity, negative = IMPase inhibition, usual class: inhibitors; 210,000 compounds, 0.35% hits;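 further: IP1 builds up when IMPase is blocked and the TR-FRET signal falls; potency means the concentration at half of the fitted maximal effect; plate controls were basal vehicle for no effect and high inhibitor control for full effect; nearly all actives have a fitted effect of over 50% in size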
#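 Steps: plate 2000 CHO-M1 cells per well and culture 16–30 h; add compound and lithium; incubate 30 min, 37C; add d2-IP1 tracer and Eu cryptate anti-IP1 antibody in lysis buffer; read after 10 min at room temperature.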
# NPSR antagonist = neuropeptide S receptor (human) antagonism, cAMP; Q6W5P4; CHO-NPSR cells, cAMP TR-FRET, antagonist mode; Potency, µM (top dose mostly 38.3 µM), for the others: at the highest dose activity change, negative = inhibition, usual class: inhibitors; 220,000 compounds, 1% hits; AID 1461; further: potency means the concentration at half of the fitted maximal effect; on the % scale 0 is the no-effect control and ±100 the full control effect; nearly all actives have a fitted effect of over 50% in size; many of its hits are not listed in these tables
# Target sequence (Q6W5P4 whole entry, looked up): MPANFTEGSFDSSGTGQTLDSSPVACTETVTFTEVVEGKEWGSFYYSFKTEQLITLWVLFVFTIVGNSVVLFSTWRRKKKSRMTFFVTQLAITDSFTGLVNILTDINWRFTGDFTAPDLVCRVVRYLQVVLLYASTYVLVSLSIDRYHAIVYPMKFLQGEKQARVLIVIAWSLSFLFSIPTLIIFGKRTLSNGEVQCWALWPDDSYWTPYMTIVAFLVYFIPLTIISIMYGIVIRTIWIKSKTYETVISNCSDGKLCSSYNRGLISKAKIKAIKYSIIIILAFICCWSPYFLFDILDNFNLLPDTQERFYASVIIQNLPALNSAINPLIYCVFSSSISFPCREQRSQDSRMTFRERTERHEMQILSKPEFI
# An asterisk follows results filed as active; ? = inconclusive; · = no result given; & = joins results of further samples; [ ] = dose if it differs, or a comment. The call rests on the fitted dose curve; in most records, active means well fitted curve in the direction sought with a large enough effect; inconclusive means small, poorly fitted or top-dose-only effect, or another doubt; inactive means no such curve, though single readings can be large; an effect the other way counts as inactive or inconclusive. A portion of the library (hit frequency here may not be typical).
SMILES,HTT aggregate,Epigenetic reg,Luc counter,L3MBTL1 inh,CBFb-RUNX1 inh,IMPase Li cell,NPSR antagonist
CCCCn1nnc(NC(=O)COc2ccc(Cl)c(C)c2)n1,6%,-2.7%,-2%,·,3%,22%[38.3 µM],-10%[46.1 µM]
Cc1oc(-c2ccc(-c3ccccc3)cc2)nc1CN1CCN(CC(=O)N(C)C)CC1,-12%[9.22 µM],3.8%,-3%,-17%,-13%,2%,18%
CCC(=O)c1cc(-c2nc3ccccc3n2C)n(C)c1,28%,1.5%,3%,-4%,3%,39%[activator][38.3 µM],-5%[46.1 µM]
Cc1ccc(C(C)n2cc(C(=O)NCc3cccnc3)nn2)cc1 (stereo unspecified),-13%[9.22 µM],-3.1%,7%,·,3%,-6%[38.3 µM],?
COC(=O)c1c(C)oc2cc(Br)c(OCC(=O)C(C)(C)C)cc12,8%,1.0%,1%,6%,6%,6%[38.3 µM],0%[46.1 µM]
Cc1cc(C)n2c(nc3ccccc32)c1C(=O)NCc1ccccc1,-6%,7.4%,0%,·,?,-13%,-13%
Cc1ccc2c(c1)C1NC(=S)NC(C)(O2)C1C(=O)Nc1ccc(Cl)cc1 (stereo unspecified),2%,-1.1%,1%,5%,6%,4%,-4%
COCCNC(=O)c1ccc(N2CCC3(CC2)OCCO3)c([N+](=O)[O-])c1,-6%,-1.0%,0%,-4%,-5%,1%,3%
CCSc1nnc(-c2cccs2)o1,13%,-0.8%,0%,7%,2%,-1%[38.3 µM],5%[46.1 µM]
CCc1ccc(NC(=S)NC2CC3CCC(C2)N3Cc2ccco2)cc1 (stereo unspecified),-24%,-0.9%,2%,-10%,1%,-2%,-4%[46.1 µM]
COCc1cc(C)n(CC(=O)NC(C)c2ccccc2)c(=O)c1C#N (stereo unspecified),24%,-0.9%,-1%,-10%,-12%,-1%[38.3 µM],5%[46.1 µM]
COc1cc2nc(N3CCN(C(=O)[C@H]4CCCO4)CC3)nc(N)c2cc1OC,·,-0.3%,-16%,·,4%[21.7 µM],12%,·
CC(=O)c1cccc(NC(=O)NCCS(C)=O)c1 (stereo unspecified),-9%[9.22 µM],-0.5%,2%,-2%,6%,10%[38.3 µM],-6%[46.1 µM]
O=C(c1ccc(-c2cccc(Cl)c2Cl)o1)N1CCOCC1,-6%,-1.5%,-7%,3%,5%,-6%,-2%
O=c1nc(Nc2ccc(OCc3ccccc3)cc2)sc2ncccc12,11%,1.1%,-2%,1%,-3%,15%,-5%
CCN1CCN(Cc2cc(=O)oc3cc(C)cc(C)c23)CC1,9%,0.0%,-1%,·,17%,52%[activator][38.3 µM],-3%[46.1 µM]
CSCCC(NC(=O)c1ccco1)C(=O)OC(C)C(=O)NC(=O)NC1CCCCC1 (stereo unspecified),-5%,0.9%,-3%,-9%,-1%,1%[38.3 µM],-11%[46.1 µM]
CN(C)/C=C(\C#N)C(=O)N/N=C/c1ccccc1,13%,-0.2%,-2%,15%,-12%,7%,6%
CC(C)(C)n1nnnc1CN1C2CCC1CC(NC(=O)Nc1ccccc1)C2 (stereo unspecified),13%,-1.2%,-2%,-1%,-1%,-11%[38.3 µM],-2%[46.1 µM]
N#CC(C(=O)OC1CCCCC1)c1nc2ccccc2nc1N1CCCCC1 (stereo unspecified),-9%,-0.4%,-4%,4%,-3%,-7%[38.3 µM],-27%[46.1 µM]
COc1cccc(CC2(CO)CCCN(Cc3cn[nH]c3-c3ccccc3)C2)c1 (stereo unspecified),-15%[9.22 µM],2.9%,2%,3%,2%,2%,-13%
CN1/C(=C\C(=O)c2cccnc2Cl)C(C)(C)c2ccccc21,-11%,1.0%,1%,7%,8%,-2%,12%
CCOc1ccccc1Nc1ncccc1C(=O)N1CCCC1,-21%,0.2%,2%,3%,2%,23%[38.3 µM],-13%[46.1 µM]
COC(=O)c1ccccc1NC(=O)C1CC(=O)N(C2CCCCC2)C1 (stereo unspecified),38%,-0.2%,-5%,-6%,0%,5%[38.3 µM],-5%[46.1 µM]
COC(=O)CNC(=O)C(CCSC)NC(C)=O (stereo unspecified),-9%[9.22 µM],0.0%,-1%,2%,10%,0%,-5%

# An excerpt from above, limited to IMPase Li cell:
SMILES,IMPase Li cell
COCCNC(=O)c1ccc(N2CCC3(CC2)OCCO3)c([N+](=O)[O-])c1,1%
CCSc1nnc(-c2cccs2)o1,-1%[38.3 µM]

# Further records follow.
SMILES,HTT aggregate,Epigenetic reg,Luc counter,L3MBTL1 inh,CBFb-RUNX1 inh,IMPase Li cell,NPSR antagonist
CC(C)c1nc(CNC(=O)CCc2nnc(-c3ccsc3)o2)cs1,23%[9.22 µM],-6.3%,7%,-2%,5%,8%,8%
CC(CNC(=O)C(C)(C)C)NC(=O)C(C)(C)C (stereo unspecified),5%,0.0%,2%,3%,0%,0%,17%
CC(NC(=O)/C(C#N)=C/c1ccc(Cl)c([N+](=O)[O-])c1)c1ccccc1 (stereo unspecified),-2%,-2.1%,-1%,-12%,-9%,3%,?
Cc1cc(C)nc(-n2nc(C)c(C3(O)C(=O)Nc4ccc(F)cc43)c2N)n1 (stereo unspecified),-5%,0.4%,0%,7%,9%,-1%[38.3 µM],?
Cc1nc(NC(C)c2ccccc2)c2oc3ccccc3c2n1 (stereo unspecified),13µM*,-2.0%,-3%,3%,-6%,17%[38.3 µM],-8%[46.1 µM]
COc1ccc(N)cc1-n1c(C)ccc1C,24%[9.22 µM],18%,0%,-5%,-21%,16%,-5%
COc1cc(OC)c(C(=O)OCC(=O)Nc2cc(C)on2)cc1OC,-2%,0.0%,-2%,·,-3%,-10%,27%
Cc1ccc2c(c1)NC(=O)C(CC(=O)NCCCN1CCCC1=O)O2 (stereo unspecified),7%,-1.3%,2%,·,-1%,-4%[38.3 µM],-8%[46.1 µM]
CC(=C(CCOP(=O)(O)O)SC(=O)c1ccccc1)N(C=O)Cc1cnc(C)nc1N,3%[20.6 µM],-1.3%,-7%,·,11%,-3%&2%,·
CCCOc1ccc(-c2nnn(CC(=O)OCC)n2)cc1,10%[9.22 µM],2.4%,-4%,44%[activator],3%,-5%[38.3 µM],?
COc1cccc(NC(=O)COc2ccc(C)cc2)c1,-15%,3.5%,-21%,-4%,-9%,28%,-20%[46.1 µM]
Cc1ccc(S(=O)(=O)NCc2nc3ccccc3[nH]2)cc1,-10%,-0.2%,-8%,·,0%,-3%[38.3 µM],-1%[46.1 µM]
CC/C=C\C/C=C\C/C=C\C/C=C\C/C=C\CCCC(=O)O,1%,1.1%&-1.1%,1%,·,4%&12%,-4%&5%,·
CCCCCCOC(=O)Sc1nc2ccccc2o1,-7%,0.7%,-1%,·,2%,23%[38.3 µM],?
FC(F)Oc1ccc(NC(=S)Nc2ccc3cn[nH]c3c2)cc1,-2%[9.22 µM],0.5%,·,-10%,-3%,·,12%
O=C1NC(c2ccccn2)Nc2sc3c(c21)CCC3 (stereo unspecified),-12%,0.0%,-6%,-2%,-11%,-10%[38.3 µM],?
COc1ccc(CN2C(=O)c3cccnc3C2Nc2ccc(C)cc2)cc1 (stereo unspecified),4%,-1.0%,-3%,·,-1%,19%[38.3 µM],-9%[46.1 µM]
CC(C)C(=O)NC(c1ccco1)c1ccc2cccnc2c1O (stereo unspecified),4µM*,3.5µM*,5%,?,-13%,6%[38.3 µM],-20%[46.1 µM]
Fc1ccc(NC(=S)N/N=C/c2ccc(F)c(F)c2)c(F)c1,-16%,1.6%,1%,·,1%,19%[38.3 µM],-3%[46.1 µM]
O=C(NC(=S)N1CCN(Cc2ccc3c(c2)OCO3)CC1)c1cccc(Br)c1,?,-0.5%,-2%,?,-21%,13%,-21%
CS(=O)(=O)N(CCc1ccccc1)CC(=O)NCC1CCCO1 (stereo unspecified),6%,-2.4%,6%,2%,2%,-2%[38.3 µM],-14%[46.1 µM]
COCCN1C(=O)c2oc3ccccc3c(=O)c2C1c1cccc(O)c1 (stereo unspecified),-8%,0.7%,15%,5%,3%,-5%[38.3 µM],3%[46.1 µM]
O=C(CSCc1ccc(Cl)cc1)NCCSCc1ccco1,2%,-0.3%,·,·,-6%,4%,-1%
O=C(NCc1ccncc1)c1nc(-c2ccc(C(F)(F)F)cc2)no1,-31%,-2.1%,0%,1%,2%,8%,17%
Cc1c(C(C)(C)C)c(C=S)n2ccccc12,3%,2.0%,1%,·,-3%,26%[38.3 µM],5%[46.1 µM]

# 3 records picked at random from the list so far, as already listed:
SMILES,HTT aggregate,Epigenetic reg,Luc counter,L3MBTL1 inh,CBFb-RUNX1 inh,IMPase Li cell,NPSR antagonist
COc1ccc(CN2C(=O)c3cccnc3C2Nc2ccc(C)cc2)cc1 (stereo unspecified),4%,-1.0%,-3%,·,-1%,19%[38.3 µM],-9%[46.1 µM]
O=C(CSCc1ccc(Cl)cc1)NCCSCc1ccco1,2%,-0.3%,·,·,-6%,4%,-1%
CC(CNC(=O)C(C)(C)C)NC(=O)C(C)(C)C (stereo unspecified),5%,0.0%,2%,3%,0%,0%,17%

# Further compounds
SMILES,HTT aggregate,Epigenetic reg,Luc counter,L3MBTL1 inh,CBFb-RUNX1 inh,IMPase Li cell,NPSR antagonist
CC(=O)NC(CCS(C)(=O)=O)C(=O)Nc1cccc(C(C)=O)c1 (stereo unspecified),-3%,-0.1%,-1%,0%,3%,5%[38.3 µM],14%[46.1 µM]
Cc1ccc(C)c(NC(=S)NCc2cccn2C)c1,1%,-0.1%,18%,·,-11%,17%[38.3 µM],-5%[46.1 µM]
O=C1OCCN1C(=O)[C@H]1[C@H](c2ccc(F)cc2)C(c2cccc(Cl)c2)=NN1c1ccccc1,·,6.8%,1%[39.9 µM],77%[activator],?,1%,·
O=C(O)CSc1ncnc2sc(-c3ccccc3)cc12,-14%,-1.5%,-3%,6%,6%,-13%,-34%
CCC(c1nnnn1CCOC)N1CCN(C(=O)c2ccco2)CC1 (stereo unspecified),12%,-1.7%,-1%,10%,3%,-1%[38.3 µM],-1%[46.1 µM]
C=C1C(C(=O)N2CCOCC2)C1C(=O)N1CCOCC1 (stereo unspecified),-7%[9.22 µM],-1.1%,-6%,1%,0%,-2%[38.3 µM],0%[46.1 µM]
Clc1ccc(CSc2nnc(-c3ccncc3)o2)c(Cl)c1,-12%,-0.8%,0%,4%,8%,20%[38.3 µM],-5%[7.67 µM]
Cc1ccc(NC(=S)NNC(=S)NCc2ccccc2)cc1,-16%,-1.0%,5%,-6%,-4%,1%[38.3 µM],-2%[46.1 µM]
Cn1c(=O)c2c(nc(SCC(=O)NC34CC5CC(CC(C5)C3)C4)n2C)n(C)c1=O,-4%,0.0%,16%,·,4%,25%[38.3 µM],?
